AMA1-RON2 inh: AMA1-RON2 (P. falciparum) interaction inhibition; AlphaScreen AMA1-biotinylated RON2 peptide binding; Potency, µM (series often up to 58.2 µM), for inactives: at the top dose activity change, negative = inhibition, hits mostly inhibitors; actives 0.2% (n = 360,000);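 also: potency is read from the fitted curve at half-maximal effect; 0% = vehicle wells and -100% = peptide control; nearly all actives have a fitted effect of over 45% in size; some results filed as inactive show a strong effect at the top dose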
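AMA1 (3D7) with his tag at 25 nM final met compounds first, then biotinylated RON2 peptide at 25 nM; detection used donor plus acceptor beads, 10 µg/mL apiece, read by AlphaScreen after 30 min at room temperature.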
AmpC detergent: blocks E. coli AmpC beta-lactamase in detergent assay; AmpC hydrolysis of nitrocefin, absorbance 480 nm, 0.01% Triton; Potency, µM (doses to about 114 µM), for the others: at the highest dose activity change, negative = inhibition, most hits filed as inhibitors; actives 0.041% (n = 370,000); AID 485294;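 also: potency is read from the fitted curve at half-maximal effect; 0% = no-compound wells and -100% = no-enzyme wells; nearly all actives have a fitted effect of over 25% in size; some results filed as inactive show a strong effect at the top dose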
Target sequence (P00811 whole entry, looked up): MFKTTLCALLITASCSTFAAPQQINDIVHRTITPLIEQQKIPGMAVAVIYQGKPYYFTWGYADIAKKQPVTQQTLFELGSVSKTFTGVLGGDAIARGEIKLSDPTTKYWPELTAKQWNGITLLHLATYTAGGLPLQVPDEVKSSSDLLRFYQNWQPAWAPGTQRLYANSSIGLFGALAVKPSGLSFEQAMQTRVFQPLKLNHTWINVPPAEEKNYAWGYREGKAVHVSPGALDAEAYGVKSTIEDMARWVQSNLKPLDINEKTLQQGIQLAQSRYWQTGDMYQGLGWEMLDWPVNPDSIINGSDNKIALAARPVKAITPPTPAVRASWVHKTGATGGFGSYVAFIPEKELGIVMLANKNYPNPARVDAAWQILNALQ
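20 mM phosphate pH 7.0 + 0.01% (detergent screen) or 0.0001% Triton X-100; 5.3 nM AmpC reagent; cpd preinc 15 min RT; nitrocefin (800 uM stock) to start; A480 q20 s × 4 min; Activity was normalised to no-enzyme and no-compound control wells.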
HCV inhibitor: blocks hepatitis C virus | Huh7.5.1 HCVcc-Cre infection, luciferase reporter, 44 h | Potency, µM (highest dose often 41.8 µM), for inactives: at the top dose activity change, negative = inhibition, hits mostly inhibitors | actives 3.4% (n = 340,000) | AID 651820; also: potency is read from the fitted curve at half-maximal effect
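1,000 cells/well; 4 h culture; + compound; + HCVcc-Cre (~0.5 moi); 44 h; luciferase substrate, RT 15 min; read 15 sec.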
HCMV antiviral: blocks human cytomegalovirus replication | HFF cells, HCMV-luciferase reporter, 72 h; active compounds read low | activity change, negative = inhibition, % at 57.5 µM | actives 4.5% (n = 410,000) | AID 1259415; in the data active = activity change below about -60%; inconclusive = no clear call, values can overlap the other calls; inactive = above about -39%
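HFF cells seeded 16 h at 37C, treated with compounds, infected with luciferase-reporter HCMV at MOI 1 PFU/cell; luciferase read at 72 h post infection, normalized to buffer-only and Salinomycin controls.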
Sm TGR block: inhibitors of Schistosoma mansoni thioredoxin glutathione reductase. Q962Y6. purified TGR, DTNB reduction, TNB absorbance 405 nm. Potency, µM (top dose mostly 114 µM), without a hit: top-dose activity change, negative = inhibition, hits mostly inhibitors. actives 3% (n = 360,000); also: potency is read from the fitted curve at half-maximal effect; nearly all actives have a fitted effect of over 60% in size
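First, TGR (20 nM dispensed) and NADPH were mixed with compound. Second, a 15 min room-temperature incubation followed. Third, further NADPH and then DTNB were added to start the reaction. Finally, TNB absorbance was monitored kinetically.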
Giardia FBPA inh: inhibitors of Giardia lamblia fructose-1,6-bisphosphate aldolase; A8B2U2; purified Giardia FBPA; Potency, µM (top dose mostly 59.6 µM), for the others: at the highest dose activity, negative = inhibition, actives largely listed as inhibitors; actives 0.71% (n = 290,000); also: potency is read from the fitted curve at half-maximal effect; nearly all actives have a fitted effect of over 55% in size
Target sequence (A8B2U2 whole entry, looked up): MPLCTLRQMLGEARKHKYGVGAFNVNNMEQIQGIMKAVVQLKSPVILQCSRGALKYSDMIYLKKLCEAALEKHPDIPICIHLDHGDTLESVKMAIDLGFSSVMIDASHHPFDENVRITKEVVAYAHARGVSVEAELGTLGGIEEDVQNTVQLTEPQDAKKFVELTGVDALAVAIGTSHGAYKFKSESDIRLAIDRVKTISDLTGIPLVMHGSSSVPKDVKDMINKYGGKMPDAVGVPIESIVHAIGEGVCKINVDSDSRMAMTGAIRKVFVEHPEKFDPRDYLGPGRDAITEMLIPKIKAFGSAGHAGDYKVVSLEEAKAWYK
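40 nM FBPA preincubated 10 min at RT with compound (up to 57.5 uM final), then substrate plus GAPDH/TPI/NAD/arsenate coupling and diaphorase/resazurin added. Fluorescence read after 20 min at RT, 525/598 nm.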
* marks the source's active call; other numbers are inactive results; ? = inconclusive; · = not tested or not shown; & = joins results of further samples; [ ] = another dose, or the depositor's remark. Unless noted, calls follow the shape of the dose curve; as a rule, active = well fitted curve in the direction sought with a large enough effect; inconclusive = small, poorly fitted or top-dose-only effect, or another doubt; inactive = no such curve, though single readings can be large; an effect the other way counts as inactive or inconclusive. Unless noted, % is scaled to controls: 0 for no effect and ±100 for the full control effect. Not a hit list; about 9.3% have a hit in one of these screens.

Fields: HCMV antiviral | AMA1-RON2 inh | AmpC detergent | Giardia FBPA inh | Sm TGR block | HCV inhibitor
(1) C=CC[N+]1(C)CC[C@]23c4c5ccc(O)c4O[C@H]2C(=O)CC[C@@]3(O)[C@H]1C5 (stereo not given in full)
  35.4 | 5.4% | ? | · | 50.1µM* | 15.6%
(2) CCN(C(=S)Nc1cccc(C)c1)c1ccccc1
  10.4 | 19.0% | -13.0% | 8.5% | -9.4% | 12.2%
(3) CCN1CCN(c2cc(=O)n3ccccc3n2)CC1
  -35.0 | -4.0% | -12.3% | 1.0% | 0.8% | 4.1%
(4) COc1ccc(-c2noc(CCCC(=O)N3CCOCC3)n2)cc1
  97.4 | -16.9% | 3.3% | -0.4% | -0.6% | -5.2%
(5) C[C@H]1CN=C(Nc2ccccc2)N1CCC1CCCCC1
  6.3 | 7.6% | ? | -2.6% | -7.0% | ?
(6) O=C1CCCN1c1ccc(S(=O)(=O)N2CCN(c3ccccc3)CC2)cc1
  -15.2 | -0.8% | 0.1% | -1.2% | 10.7% | -4.0%
(7) CC1(O)N(Cc2ccccc2)C(=O)OC12CCCCC2 (stereo not given)
  39.0 | 20.9% | -8.4% | -1.8% | -8.9% | 13.1%
(8) CCC1CCCCN1C(=O)CSc1nc(N)c(NC(=O)c2ccc(OC)c(OC)c2)c(=O)[nH]1 (stereo not given)
  20.2 | -3.8% | ? | 3.3% | -3.1% | -6.0%
(9) CCOc1ccccc1NC(=O)CN(c1ccc(C)cc1)S(=O)(=O)c1c(C)noc1C
  -9.1 | -16.5% | 2.0% | -6.7% | 8.9% | ?
(10) CC(=O)Oc1ccc(C(=O)[C@H]2[C@H]3C(=O)N(c4cccc5ccccc45)C(=O)[C@H]3[C@@H]3C=CC=NN32)cc1
  -9.6 | -18.0% | -1.9% | ? | ? | 12.0%
(11) C=C(C)Cn1c(NCCC)nc2c1c(=O)n(C)c(=O)n2C
  ? | 2.7% | ? | -3.9% | 2.8% | -13.2%
(12) CC(=O)C1[C@H](N(C)C)CC2C3CC=C4CC(O)CC[C@]4(C)C3CC[C@@]21C (stereo not given in full)
  -9.8 | 27.1% | 0.3% | 3.3% | -14.9% | 15.9%
(13) CCC(=O)Nc1c(-c2ccccc2)c(=O)c2ccccc2n1C
  -28.6 | -12.5% | 0.3% | -0.3% | 14.9% | 10.4%
(14) CC(=O)c1nn(-c2cccc(Br)c2)cc1C(=O)c1ccc(Cl)cc1
  -5.4 | -5.6% | ? | 3.9% | 0.7% | -25.6%
(15) N#Cc1ccccc1OCCN1C(=O)c2ccccc2C1=O
  -8.0 | 0.0% | -12.7% | 3.1% | -2.6% | ?
(16) O=C(Cn1nc(C(=O)O)c2ccccc2c1=O)Nc1cccc(S(=O)(=O)N2CCCCCC2)c1
  -16.9 | -5.0% | · | · | · | -1.6%
(17) Cc1nc2c(-c3ccc(F)cc3)c(C)nn2c(C)c1CCC(=O)NCc1ccco1
  -13.3 | 3.1% | -4.1% | 4.3% | -2.6% | -11.3%
(18) O=C(OCc1ccc(F)cc1)c1ccc2ccccc2n1
  2.4 | -9.2% | ? | 4.0% | 2.6% | -21.2%
(19) Cc1ccc(Cn2ncn3c(cc4ccccc43)c2=O)cc1
  32.6 | 2.0% | -0.7% | 1.1% | 1.7% | -7.3%
(20) CCN(CC)CCCNC(=O)c1oc2c(c1C)-c1nn(Cc3ccc(Cl)cc3)cc1CC2
  -96.6* | · | 12.5% | · | 5.4% | ·

Next section; it opens with the two that closed the last part.
Fields: HCMV antiviral | AMA1-RON2 inh | AmpC detergent | Giardia FBPA inh | Sm TGR block | HCV inhibitor
(19) Cc1ccc(Cn2ncn3c(cc4ccccc43)c2=O)cc1
  32.6 | 2.0% | -0.7% | 1.1% | 1.7% | -7.3%
(20) CCN(CC)CCCNC(=O)c1oc2c(c1C)-c1nn(Cc3ccc(Cl)cc3)cc1CC2
  -96.6* | · | 12.5% | · | 5.4% | ·
(21) CCCCN1C(=O)c2ccccc2C1C(=O)NC1CCCC1 (stereo not given)
  2.7 | 6.6% | -6.2% | 10.4% | 1.3% | 17.0%
(22) Cc1ccc(N(CC(O)COCc2ccco2)S(=O)(=O)c2ccc(C)cc2)cc1 (stereo not given)
  1.2 | -29.4% | ? | 7.7% | 8.91µM* | 3.9%
(23) CNC(=O)Oc1cccc(-c2cn3cc(Cl)ccc3n2)c1
  ? | -4.6% | 18.2% | -15.8% | 2.0% | ?
(24) CCc1ccc(C(=O)c2cn(CC(=O)Nc3ccc4c(c3)OCCO4)c3ccc(C)cc3c2=O)cc1
  -8.9 | · | -2.6% | · | -1.9% | ·
(25) CCCSc1ccc([C@@H]2[C@@H]3C(=O)N(C)C(=O)[C@@H]3[C@]3(C(=O)OC)CCCN23)cc1OC
  · | 7.3% | 1.7% | · | 20µM* | ?
(26) CCc1cc(C(=O)N2CCCC(C(=O)c3cccc(OC(C)C)c3)C2)n(C)n1 (stereo not given)
  -32.5 | -15.6% | 2.1% | 0.7% | -31.3% | -16.3%
(27) CC(=NNC(=O)c1ccc(NS(=O)(=O)c2cccs2)cc1)c1ccc(OCC(N)=O)cc1
  19.0 | 53.9%[activator] | · | · | · | 6.7%
(28) CCOC(=O)c1cc2c(=O)n3ccccc3nc2n(CC(C)C)c1=NC(=O)c1ccco1
  40.3 | -1.0% | ? | 0.2% | -31.7% | ?
(29) Cc1nn(-c2ccccc2)c(C)c1/C=N/NC(=O)CSc1nnc(-c2ccccc2)n1-c1ccc(Cl)cc1
  -16.4 | 10.5% | -5.6% | 22.6% | -7.3% | ?
(30) CCCCN1CC(COc2ccccc2)OC1=O (stereo not given)
  -27.6 | 2.6% | -1.1% | -10.2% | 10.2% | 9.7%
(31) COc1ccccc1NC(=S)NNC(=O)c1ccc(O)cc1
  86.1 | -9.6% | 4.1% | 9.1% | 8.1% | -12.8%
(32) CCOC(=O)N1CCC2(CC1)C(C#N)=C(N)OC1=C2C(=O)CCC1
  1.4 | 3.8% | -0.9% | -0.8% | -13.6%[57.1 µM] | 17.7%
(33) CCOc1ccc(CNC(=O)CCCC(=O)n2nc(C)c3ccccc32)cc1
  -0.4 | 14.6% | -0.3% | · | -0.9% | -23.5%
(34) CC1CC(C)CN(CC(O)COCc2ccccc2F)C1 (stereo not given)
  -13.4 | -10.2% | -11.4% | -10.1% | -17.1% | 1.4%
(35) Cn1c2ccccc2c2c(C(=O)O)cn(C3CCCC3)c(=O)c21
  29.3 | 7.3% | ? | -13.0% | 1.5% | ?
(36) C/C(O)=C(/C=NCC(=O)O)C(=O)Nc1nccs1
  -13.3 | 52.6%[activator] | 3.4% | -12.0% | 2.2% | 16.1%
(37) O=C(COC(=O)c1ccc2c(c1)OCCO2)Nc1cc(S(=O)(=O)N2CCOCC2)ccc1Cl
  -38.9 | 0.4% | ? | 1.4% | -2.7% | -7.7%
(38) O=C(Nc1ccccc1)c1ccccc1CC[N+](=O)[O-]
  43.0 | 12.0% | ? | 5.0% | 4.5% | 15.6%
(39) CC1Cc2cc(S(=O)(=O)N3CCC(C(=O)N4CCN(c5ccccc5F)CC4)CC3)ccc2N1C(=O)C1CC1 (stereo not given)
  -34.0 | 2.4% | -1.9% | · | 5.9% | ?
(40) COc1ccccc1C(=O)CSc1nnc(-c2ccco2)o1
  -2.3 | 88.9%[activator] | -2.7% | -6.9% | -7.4% | -16.0%

Continued.
Fields: HCMV antiviral | AMA1-RON2 inh | AmpC detergent | Giardia FBPA inh | Sm TGR block | HCV inhibitor
(41) Cc1ccc(-n2nnc(-c3cc4ccccc4n3C)n2)cc1
  137.2 | 0.8% | -5.8% | -4.8% | -18.9% | -9.3%
(42) COc1ccc(C(=O)/C=C2/C(=O)Nc3ccccc32)c(OC)c1
  -100.1* | -2.7% | -14.9% | -3.4% | -12.0% | ?
(43) CCC1=NN(C(=O)C(=O)NCCc2ccccc2)C(O)(C(F)(F)F)C1 (stereo not given)
  -25.0 | 44.5%[activator] | 0.6% | 3.4% | -6.3% | ?
(44) CC(=O)Nc1ccc(Nc2ccc3nonc3c2[N+](=O)[O-])cc1
  -6.6 | 1.4% | 0.2% | -7.8% | 0.0% | 0.0%
(45) Cc1ccc(CN(C(=O)COc2ccc(Cl)c(C)c2)c2ccccn2)o1
  -6.1 | · | 1.6% | · | -15.2% | ·
(46) COC(=O)CCNS(=O)(=O)c1ccc2nsnc2c1
  2.6 | -5.9% | -2.7% | · | -6.9% | -7.4%
(47) Cc1ccc(C(=O)Nc2c(N)nc(SCC(=O)Nc3cc(C)on3)[nH]c2=O)cc1
  0.2 | 8.1% | -3.9% | · | -22.3% | -17.0%
(48) O=C(NNC(=O)c1ccc[nH]1)Nc1cc(Cl)cc(Cl)c1
  12.5 | 38.9%[activator] | -4.4% | 1.3% | -17.2% | 6.3%
(49) CCOC(=O)c1c(N=CN(C)C)c(C#N)n2c1CCC2
  -12.1 | -0.3% | -12.8% | -0.3% | -2.0% | ?
(50) COc1ccc(C(=O)C2CCCN(C(=O)C3=CCCC3)C2)c(C)c1 (stereo not given)
  -33.1 | -6.4% | -7.8% | 1.3% | 80.2%[activator][57.1 µM] | ?
(51) O=[N+]([O-])c1cc2c(cc1/C=N/Nc1nc(Nc3ccccc3)nc(N3CCCCC3)n1)OCO2
  -75.4* | 27.2% | -0.2% | 7.3% | 5.1% | ?
(52) Cn1cnnc1SCC(=O)NC1CC1
  19.7 | 10.5% | · | · | · | 23.5%
(53) COc1ccc(/C=C2\SC(=S)N(CCCC(=O)N3CCOCC3)C2=O)cc1
  ? | -5.1% | · | · | · | -0.8%
(54) CC(C#N)Sc1ccc(S(=O)(=O)N2CCCCC2)cn1 (stereo not given)
  0.0 | 0.0% | 3.1% | · | 1.4% | 6.4%
(55) Cc1ccccc1-c1nc(CS(=O)CC(=O)NCCN2CCOCC2)c(C)o1 (stereo not given)
  -13.4 | 7.0% | -2.7% | 0.8% | -34.6% | 14.4%
(56) CSc1nsc(/C=C/Nc2ccc(C)c(C)c2)c1C#N
  22.9 | 8.7% | -1.4% | ? | -1.6% | ?
(57) CCCc1nc2nc(C)c(NS(=O)(=O)c3ccc(C)c(C)c3)c(=O)n2[nH]1
  58.2&-11.6 | -8.6% | 4.0% | · | 4.8% | ·
(58) Cc1ccc(C(=O)Nc2ccccc2F)cc1S(=O)(=O)N1CCOCC1
  31.5 | · | 13.2% | · | 1.5% | ·
(59) Cc1ccccc1-c1cc(C(=O)NCC2CC2)n(CC2CC(c3cccnc3)=NO2)n1 (stereo not given)
  -13.1 | 24.2% | -4.1% | · | 0.0% | ?
(60) Nc1nc(NC2CCCCC2)nc(NCCO)c1[N+](=O)[O-]
  ? | -4.8% | -5.3% | 5.2% | -3.5% | -15.4%

Reprinted at random: two records from the list.
Fields: HCMV antiviral | AMA1-RON2 inh | AmpC detergent | Giardia FBPA inh | Sm TGR block | HCV inhibitor
(44) CC(=O)Nc1ccc(Nc2ccc3nonc3c2[N+](=O)[O-])cc1
  -6.6 | 1.4% | 0.2% | -7.8% | 0.0% | 0.0%
(24) CCc1ccc(C(=O)c2cn(CC(=O)Nc3ccc4c(c3)OCCO4)c3ccc(C)cc3c2=O)cc1
  -8.9 | · | -2.6% | · | -1.9% | ·
